MT stabilizer: microtubule stabilization, imaging screen | HeLa tubulin immunostaining HCS, 24 h; share of cells brighter than vehicle mean+2SD | % tubulin-high responders, % at 10 µM | hit rate 0.83% among 200,000;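 active means plate Z-score above 3 for both tubulin-high and condensed-nucleus cell shares, with cell loss under 80%, at 10 µM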;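 further: anti alpha tubulin signal scored within the nucleus-defined area of each cell; some results filed as inactive read as strong as hits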
T cell HTS: T cell immune modulation candidate; 2C CD8+ T cell-vesicle binding, flow cytometry; hits give low values; calls only at 7 µM; hit rate 0.068% among 330,000;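 active means response, share of CD8 T cells binding vesicles, and their 90th percentile fluorescence all below set limits, cut at about 80% in these data, passing the limit was not always enough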
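Benchmarks: naked versus QL9-loaded vesicles / Assay system: purified 2C TCR transgenic mouse naive CD8+ T cells / Technique: high-throughput flow cytometry with anti-B7-1 and anti-CD8 staining / Timing: Cell–vesicle co-incubation 1.5 h at 37 °C, staining 20 min on ice / Read-out: percent CD8+ FL2 mean versus row control / Probe or stimulus: QL9-loaded Drosophila micro-vesicles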
Dynein transport: blocks dynein driven cargo transport along microtubules; z-score, hits read low; hit rate 0.47% among 220,000; AID 1381; 3617.4 mouse cells, GR-EGFP nuclear translocation imaging; test concentration mostly 20 µM; stimulated with dexamethasone, 1 µM; hits give low values;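 active means plate z-score of nuclear minus cytoplasmic receptor signal below a set negative limit, without overly bright fluorescence or cell loss, cut at about -3.5 in these data, passing the limit was not always enough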;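 further: z-score of nuclear minus cytoplasmic ring GR-EGFP intensity difference per well; some compounds called inactive have numbers as strong as hits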
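Buffer or medium: tet-free medium with charcoal-stripped serum / Also added: dexamethasone agonist, 1.0 µM final, for 30 min / Timing: induction 48 h, compound 1 h, agonist 30 min / Measured by: high-content fluorescence imaging after fixation / Read-out: nuclear-to-cytoplasmic GR-EGFP distribution per well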
Autophagy mod: modulators of autophagy; AID 463193; hit rate 0.98% among 190,000; calls only at 10 µM (by protocol); MEF GFP-LC3 puncta imaging; test concentration mostly 10 µM;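 active means percentage of spot-positive cells more than 3 SD above its plate mean, without a fluorescence outlier flag or 80% toxicity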;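 further: spot-positive cell cutoff set from DMSO-treated cells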
ER stress rescue: rescue of cells from ER stress-induced death, primary screen, 384-well, CSM14.1, thapsigargin, ATP luminescence (AID 1222); CSM14.1 thapsigargin-induced death rescue, ATP luminescence; higher % means a stronger effect; cellular ATP content (survival), % at 20 µM; hits with a dose series show EC50 in µM; 190,000 tested, under 10 active;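 active means EC50 below 50 µM in the dose-response confirmation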;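 further: death triggered by thapsigargin at about 15 µM added after 2 h compound pretreatment; cell ATP read after overnight thapsigargin exposure of roughly 18 to 22 hours; normalized against plate controls of thapsigargin alone and 5% DMSO vehicle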
bCat nuc transl: modulators of beta-catenin nuclear translocation; HeLa beta-catenin nuclear translocation, immunofluorescence imaging; nuclear translocation activity, % at 5 µM; hit rate 0.3% among 190,000;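 active means nuclear translocation activity above 50% at 5 µM, with a well cell count of 50 or more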;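 further: per-cell ratio of nuclear to cytoplasmic median beta-catenin stain intensity; plate controls were DMSO negative control for no effect and GSK-3 inhibitor IX positive control for full effect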
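Technique: fluorescence imaging of beta-catenin antibody stain plus DAPI / Material: human HeLa cell line / Incubation: compound treatment 24 h, 37°C, 5% CO2 / Read-out basis: % activation of per-cell nuclear versus cytoplasmic median beta-catenin signal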
PhoP inhibition: inhibitors of PhoP regulon expression, primary screen, Salmonella Typhimurium, GFP reporter (AID 1863); inhibition, % at 50 µM; hits with a dose series show IC50 in µM; S. Typhimurium PhoP-regulated promoter GFP reporter, 4 h; higher % means a stronger effect; hit rate 0.16% among 300,000;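 active means inhibition over 29.93%, a cutoff 3 SD above the screen mean, later confirmed by dose response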;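 further: 0% = low Mg2+ inducing control and 100% = high Mg2+ repressing control; strong numbers were not always called active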
Lipid droplet: modulators of hepatic lipid droplet formation | AID 1656 | inhibition, % at 6.5 µM | hit rate 0.4% among 240,000 | AML12 mouse hepatocytes, oleate lipid droplets, BODIPY imaging;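 active means lipid droplet intensity inhibited by at least 50%, with more than 500 cells counted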
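Assay system: AML12 hepatocytes (mouse); Probe or stimulus: oleic acid at 100 µM to induce lipid droplet formation; Dosing: compound at 6.5 µM only; Schedule: compound with oleate, overnight; Detection: fluorescence imaging, 20x objective, two fields per well; Measure: % inhibition of lipid droplet signal.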
Ins promoter up: MIN6 insulin promoter up-regulation | AID 1625 | z-score at 5 µM | MIN6 insulin promoter-GFP reporter, high-content imaging; hits give high values | hit rate 0.3% among 190,000;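 active means z-score above 3 at 5 µM with at least 500 cells counted in the well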
Dynein transport cytoplasmic EGFP: also measured in Dynein transport; calls as there; z-score; measured here: cytoplasmic GR-EGFP intensity; hits give high values
Dynein transport nuclear GR-EGFP: recorded beside Dynein transport, whose call it bears; z-score; measured here: nuclear GR-EGFP intensity;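 lower value marks the stronger effect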
Dynein transport cell count: second read-out of Dynein transport, no call of its own (marks repeat the call); z-score; measured here: cell count per field
Ins promoter up cell count: further read-out of Ins promoter up, marked with its call; cell count; measured here: cytotoxicity, nuclei count;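 total cells summed across four imaged fields per well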
Lipid droplet cells 6.5 µM: also measured in Lipid droplet; calls as there; cell count; measured here: cell count, cytotoxicity flag;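 cells counted across two imaged fields per well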
bCat nuc transl cell count 5 µM: further read-out of bCat nuc transl, marked with its call; cell count; measured here: cell count, cytotoxicity flag
T cell HTS vesicle-bound %: second read-out of T cell HTS, no call of its own (marks repeat the call); double positive events, %; measured here: CD8+ vesicle-bound cell fraction;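 binding gate set so that unloaded-vesicle control wells show 10% double positive cells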
MT stabilizer Hoechst-high %: further read-out of MT stabilizer, marked with its call; % Hoechst-high responders; measured here: nuclear condensation Hoechst responders;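 share of cells brighter than vehicle mean plus two SD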
MT stabilizer cytotoxicity %: also measured in MT stabilizer; calls as there; toxicity, %; measured here: cytotoxicity by cell density;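 0% = mean cell density of plate MIN control wells and 100% = no cells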
Autophagy mod cell loss 18 h: also measured in Autophagy mod; calls as there; toxicity, %; measured here: cell loss, nuclei count;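 cell loss after 18 h compound exposure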
* marks the source's active call; other numbers are inactive results; i = inactive; . = not tested or not shown. No enrichment for hits; any-hit rate near 3%.

SMILES | MT stabilizer | MT stabilizer Hoechst-high % | MT stabilizer cytotoxicity % | T cell HTS | T cell HTS vesicle-bound % | Dynein transport | Dynein transport cytoplasmic EGFP | Dynein transport nuclear GR-EGFP | Dynein transport cell count | Autophagy mod | Autophagy mod cell loss 18 h | ER stress rescue | bCat nuc transl | bCat nuc transl cell count 5 µM | PhoP inhibition | Lipid droplet | Lipid droplet cells 6.5 µM | Ins promoter up | Ins promoter up cell count
CN1C(N)=NC(=O)/C1=C/c1ccc(F)cc1 | . | . | . | i | 59 | 1.1 | 0.78 | 0.85 | -0.48 | . | . | . | -0.7 | 1325 | -4% | 0 | 699 | 0.96 | 1038
O=C(CC1CC2CCC1C2)OCC(=O)c1c[nH]c2ccccc12 (stereo unspecified) | 2.3 | 1.2 | 9.3 | i | 56 | -1.3 | -0.23 | -1.2 | 0.99 | i | -4 | -0.4% | 1.5 | 1426 | -1% | . | . | -0.72 | 1170
CCOC(=O)C=Nc1c(N)n(C)c(=O)n(C)c1=O | 1.1 | 2.0 | 2.2 | i | 56 | -0.027 | -0.2 | 0.13 | -0.34 | i | 0 | -1.4% | -0.1 | 461 | -10% | 26 | 711 | 1.8 | 1074
CCOC(=O)N1CCN(C(=O)NC2CCCCC2)CC1 | 2.8 | 2.4 | 5.8 | i | 15 | 0.9 | -0.14 | -0.12 | -0.43 | i | -9 | 0.3% | -1.4 | 1364 | -13% | . | . | 3.7* | 1511*
Cc1ccc(C)c(OCCOCCN2CCOCC2)c1 | 6.5 | 5.3 | 6.0 | i | 25 | 0.038 | -0.25 | 0.056 | 0.24 | i | 1 | 1.1% | 0.2 | 1074 | 0% | 6 | 755 | 0.62 | 1129
O=C(NCc1ccncc1)c1ccc(Cn2cc(C(F)(F)F)ccc2=O)cc1 | 1.9 | 1.5 | 9.2 | i | 34 | -0.56 | -0.22 | -0.62 | 2 | i | 4 | 4.5% | . | . | 5% | . | . | . | .
CCCC12CN3CC(C)(CN(C1)C3c1ccc3c(c1)OCO3)C2=O (stereo unspecified) | 3.2 | 2.9 | 5.4 | i | 52 | -1 | -0.27 | -0.47 | 0.97 | i | -4 | -3.7% | 0.0 | 1037 | 1% | -15 | 806 | 0.21 | 1230
O=C(c1ccc(F)cc1)N(c1ccccn1)C1CCCCC1 | 3.4 | 1.3 | 11 | i | 45 | -0.5 | -0.26 | 0.17 | 0.73 | i | 2 | 0.3% | -3.0 | 1145 | 0% | -18 | 521 | 0.06 | 1621
Cc1cc(/C=C(\C#N)C(=O)Nc2ccccc2)c(C)n1-c1ccc(C(=O)O)cc1 | . | . | . | i | 18 | -0.52 | -0.26 | -0.53 | 0.52 | . | . | . | 0.9 | 1358 | -3% | 2 | 691 | -0.01 | 1367
O=C(CSc1ccccn1)N/N=C/c1cccc([N+](=O)[O-])c1 | 2.7 | 1.7 | 8.7 | i | 57 | 0.45 | -0.23 | 0.45 | -0.56 | i | 6 | -2.9% | -1.2 | 495 | 1% | 4 | 651 | -0.03 | 1267
CC(=O)Nc1nonc1-c1nc2ccccc2n1N(C(C)=O)C(C)=O | 1.6 | 1.2 | 6.3 | i | 21 | 0.018 | 0.12 | 0.045 | -0.12 | i | 40 | 0.8% | 1.8 | 1215 | 20% | . | . | 0.48 | 1314
COC(=O)c1cn(NC(=O)Cc2ccc(Cl)cc2)c(=O)c2ccccc12 | 4.9 | 1.8 | 4.2 | i | 8 | 0.46 | -0.3 | -0.15 | -0.13 | i | 6 | -0.9% | -1.2 | 980 | 13% | 6 | 659 | 0.06 | 1362
C(/C=C/c1ccco1)=N/N1CCN(c2ccccc2)CC1 | 2.1 | 1.2 | 7.4 | i | 28 | -0.12 | -0.19 | -0.81 | 1.5 | i | 1 | -1.6% | -0.4 | 1445 | 2% | . | . | -0.03 | 1256
Cc1ccc(CNc2nc3ccccc3n3cnnc23)cc1 | 3.2 | 4.1 | 7.5 | i | 22 | -0.36 | -0.15 | 0.075 | 0.11 | i | 10 | 4.4% | -6.5 | 1117 | 8% | . | . | -0.5 | 1081
Cc1cccc(OCC(=O)O/N=C(\N)c2ccccn2)c1 | 3.6 | 1.3 | 7.5 | i | 19 | -0.74 | -0.24 | -1.1 | 0.11 | i | -3 | -0.1% | 0.0 | 1376 | -2% | . | . | 0.15 | 1548
COc1ccc(-n2c(C)cc(C(=O)CSc3nn4c(=O)c(C(C)(C)C)nnc4s3)c2C)cc1 | 3.6 | 1.8 | 1.1 | i | 23 | -0.49 | -0.12 | 0.13 | -0.89 | i | 3 | 5.0% | -5.4 | 1057 | 12% | . | . | -4.2 | 692
CSc1nsc2nc(=O)c(/C=C3\C(C)=Nc4ccccc43)c(N)n12 | 5.0 | 3.5 | 3.2 | . | . | 3.6 | -0.35 | 1.6 | -1.3 | i | -10 | -1.3% | -0.2 | 1039 | -1% | 3 | 725 | -0.02 | 1091
CC(C)(C)c1ccc(C(=O)Nn2c(CCC(=O)O)ccc2-c2cccs2)cc1 | 2.5 | 2.5 | 6.2 | i | 6 | -0.41 | -0.25 | -0.32 | 2.7 | i | 19 | -1.2% | 0.2 | 1145 | -9% | 6 | 719 | 1.4 | 796
COc1ccc(-c2nn3c(-c4cccc(C)c4)nnc3s2)cc1OC | 33* | 17* | 23* | i | 52 | 0.39 | -0.098 | 0.39 | -0.36 | i | 7 | . | . | . | . | . | . | . | .
CCn1cc(C(=O)OCC(=O)N(C)C2CCS(=O)(=O)C2)c(=O)c2ccc(C)nc21 (stereo unspecified) | 1.5 | 0.4 | 4.9 | i | 18 | -0.59 | -0.1 | -0.27 | 0.91 | i | 1 | 3.3% | -8.5 | 983 | -2% | . | . | -0.8 | 1328
COc1ccc(CC(=O)N[C@@H](CCSC)c2nc3ccccc3[nH]2)cc1 | 3.2 | 1.8 | 6.2 | i | 61 | -0.57 | -0.14 | -0.24 | 0.14 | i | 13 | 1.4% | 11 | 1028 | -3% | -23 | 726 | -0.21 | 1076
COc1ccc(-c2nc(NC(=O)CSc3nnc4ccccn34)ns2)cc1 | 2.1 | 2.1 | 7.4 | i | 58 | -0.26 | -0.22 | -0.29 | 0.25 | i | 32 | -0.8% | 0.1 | 1360 | -3% | . | . | -0.18 | 1567
CCN(CC)c1ccc2cc(C(=O)NNC(=O)c3ccc(S(=O)(=O)N4CCCCC4)cc3)c(=O)oc2c1 | 2.0 | 2.5 | 10 | i | 33 | 2.2 | 0.64 | 1.8 | -1 | i | -3 | 0.9% | -0.4 | 1017 | 14% | 14 | 602 | 2.2 | 1586
C=C1CCN(C(C)C(=O)O)S(=O)(=O)c2ccccc21 (stereo unspecified) | . | . | . | i | 14 | -0.18 | -0.79 | -0.14 | 0.45 | . | . | . | 2.7 | 1095 | -6% | -1 | 655 | -0.04 | 774
CCOC(=O)C1=C(c2ccccc2)NC(=S)NC1C (stereo unspecified) | 3.3 | 0.9 | 4.5 | i | 28 | 1.2 | -0.0093 | 1.8 | -2 | i | 8 | -1.1% | -0.7 | 1400 | 11% | . | . | -0.05 | 1615
CCOC(=O)c1ccc[n+](C(C)C(=O)c2ccc(-c3ccccc3)cc2)c1 (stereo unspecified) | 3.9 | 3.5 | 7.6 | i | 19 | -0.5 | -0.3 | -0.36 | 0.065 | i | -12 | -3.2% | -1.8 | 884 | -25% | 3 | 631 | 0.68 | 1211
Cc1ccccc1C(=O)NNC(=S)NC(=O)COc1ccccc1 | 2.5 | 1.1 | 8.6 | i | 28 | 0.032 | 0.76 | 0.5 | -1.5 | i | -2 | -1.9% | -6.9 | 1235 | -6% | 8 | 800 | 0.26 | 936
Cc1cccc(Oc2ccc(NC(=O)c3ccccc3C(=O)O)cc2)c1 | . | . | . | i | 22 | 0.36 | -0.23 | 0.75 | 0.32 | . | . | . | 0.7 | 1238 | -11% | -3 | 715 | -0.25 | 1017
O=C(NCCCn1ccnc1)C1CC(c2ccccc2Cl)=NO1 (stereo unspecified) | . | . | . | i | 38 | 1.6 | -0.12 | 1.8 | -2.3 | . | . | . | 0.9 | 1323 | 14% | 20 | 678 | -0.46 | 886
O=C(CC(c1ccccc1)c1ccccc1)NCCO | 1.9 | 1.0 | 7.5 | i | 48 | 0.066 | -0.18 | 0.014 | 0.42 | i | 38 | 0.4% | -6.7 | 1300 | -4% | 2 | 764 | 0.6 | 1322
CC1CN(CCOc2ccccc2[N+](=O)[O-])CC(C)O1 (stereo unspecified) | 2.0 | 2.1 | 0.4 | i | 55 | 1.1 | -0.27 | 0.71 | -0.51 | i | 15 | -0.8% | 0.2 | 1498 | 10% | -3 | 663 | -0.5 | 1439

Compound activity as filed in PubChem.
